12-LOX inh – ALOX12 (human) lipoxygenase inhibition. P18054. purified 12hLO, xylenol orange hydroperoxide absorbance. Potency, µM (top dose mostly 108 µM), without a hit: top-dose activity change, negative = inhibition, hits mostly inhibitors. actives 1.1% (n = 580,000). AID 1671190; active = well fitted inhibition curve with a large enough effect; inconclusive = small, poorly fitted or top-dose-only effect, or another doubt; inactive = no such curve, though single readings can be large or run the other way
Target sequence (P18054 whole entry, looked up): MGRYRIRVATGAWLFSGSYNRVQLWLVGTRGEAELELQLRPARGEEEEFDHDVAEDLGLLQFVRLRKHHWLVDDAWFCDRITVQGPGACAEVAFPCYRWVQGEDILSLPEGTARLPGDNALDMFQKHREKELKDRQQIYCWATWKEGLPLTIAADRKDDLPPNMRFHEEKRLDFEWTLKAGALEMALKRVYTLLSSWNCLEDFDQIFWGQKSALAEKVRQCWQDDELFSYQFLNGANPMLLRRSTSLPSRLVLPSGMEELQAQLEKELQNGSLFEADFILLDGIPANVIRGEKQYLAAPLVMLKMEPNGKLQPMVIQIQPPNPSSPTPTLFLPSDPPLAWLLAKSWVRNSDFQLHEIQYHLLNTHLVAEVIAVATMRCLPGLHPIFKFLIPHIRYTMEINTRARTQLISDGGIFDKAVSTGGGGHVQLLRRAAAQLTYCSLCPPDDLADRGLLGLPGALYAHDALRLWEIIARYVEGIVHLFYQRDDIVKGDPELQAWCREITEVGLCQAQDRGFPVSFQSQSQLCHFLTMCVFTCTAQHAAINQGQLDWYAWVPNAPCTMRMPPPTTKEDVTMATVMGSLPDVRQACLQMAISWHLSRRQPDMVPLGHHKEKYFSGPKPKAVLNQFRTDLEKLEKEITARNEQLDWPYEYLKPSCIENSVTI
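Purified human 12hLO at 150 nM in 25 mM Hepes, 0.01% Triton X-100, pH 7.0, preincubated 15 min at room temperature with compound. Reaction started with 40 uM arachidonic acid, 30 min at room temperature. Hydroperoxide measured by Fe-xylenol orange, 573/405 nm absorbance ratio.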
Starred values were filed as active, the others as inactive; ? = inconclusive; [ ] = remark or other dose. % is set by controls: 0 for no effect and ±100 for the full control effect; potency is the fitted concentration of half-maximal effect.

SMILES	12-LOX inh
COc1cccc(-c2cc(C3CCN(C(=O)Nc4cc(C)ccc4C)CC3)[nH]n2)c1	-3.8%
COc1ccc(C2(C(=O)NCCC3CCN(C(=O)Nc4ccccc4C)CC3)CC2)cc1	19.1%
CC(C)NC(=O)N1CNC(=O)C12CCN(C(=O)CN)CC2	?
O=C(Nc1nnc(Cc2ccccc2)s1)C1CC(=O)N(c2n[nH]c3cccc(F)c23)C1 (configuration not stated)	6.5%
CN1C(=O)c2cccn2CC1CNS(=O)(=O)Cc1ccccc1 (configuration not stated)	10.1%
O=C1CCCCC(Cc2ccccc2)(C(=O)Nc2ccc(F)cc2)N1 (configuration not stated)	-2.8%
CC[C@H]1CN(S(=O)(=O)c2c(C)noc2C)CC[C@H]1CC(=O)NCc1ccc(F)cc1	26.8%
CC(C)(C)c1ncc(C(=O)N2CCc3[nH]cnc3C2c2ccccn2)c(=O)[nH]1 (configuration not stated)	18.7%
CCc1noc(-c2cn(C3CCN(C(=O)c4ccc(OC(F)(F)F)cc4)CC3)nn2)n1	10.0%
O=C(NCCc1noc(-c2cccnc2)n1)NC1CCCCC1	36.6%[activator]
COC[C@@H]1CN(C(=O)CCn2cc(C)cn2)C[C@H]1c1ccncc1	2.2%
CN(C)C[C@@H]1CN(C)C[C@H]1NC(=O)c1nn(C)c2ccccc12	49.9%[activator]
CN(C)S(=O)(=O)c1ccc2c(c1)C(=Cc1cc3c([nH]1)CCCC3)C(=O)N2	?
COCCN1C(=O)c2ccccc2C(C(=O)NCCc2ccc(Cl)cc2)C12CCCC2 (configuration not stated)	?
COc1cccc(CC(=O)Nc2ccc3c(c2)CN(Cc2cccc(OC)c2OC)C(=O)CO3)c1	34.0%
O=S(=O)(c1ccccc1)N1CCCc2nc(-c3ccc(F)cc3)ccc21	-7.6%
COCCc1nncn1C1CCN(S(=O)(=O)c2cccc(C)c2)CC1	-12.7%
O=C(NC(C(=O)N1CCOCC1)C1CCN(C(=O)c2cccc(F)c2)CC1)c1ccc2c(c1)OCO2 (configuration not stated)	12.6%
CN(C)C(=O)c1cccnc1OC1CCN(C(=O)c2ccccc2Br)C1 (configuration not stated)	14.9%
CCn1cc(C(=O)N2CCC3(CC2)CN(Cc2ccccc2)CC3CO)cn1 (configuration not stated)	47.9%[activator]
COc1cccc(C(=O)N2[C@@H]3CC[C@H]2CC(NC(=O)c2cnc(C)cn2)C3)c1 (some centres not stated)	47.3%[activator]
Cn1c(Nc2ccccc2)nc2cnc(Nc3cccc(Cl)c3)cc21	-19.2%
CCOc1ccccc1NC(=O)N1C[C@H](Oc2cccnc2)C[C@@H]1C(=O)N1CCOCC1	14.5%
COCCNC(=O)C[C@@H]1C[C@H]2O[C@H](CNC(=O)Nc3ccc(OC)cc3)[C@@H](O)[C@H]2O1	-5.0%[176 µM]
COCCn1ccnc1C1CCCN(c2ncnc3c2CCC3)C1 (configuration not stated)	?
O=C(Nc1nccs1)C1c2ccccc2C(=O)N(C2CCCC2)C12CCCC2 (configuration not stated)	30.2%
CCc1nc2c(c(-c3ccc(OC)cc3)n1)CCN([S+](=O)([O-])c1c(C)noc1C)CC2	2.6%[6.33 µM]
COc1cccc(CN2C[C@@H](CO)[C@H](C(=O)N(C)C)C2)c1	-3.0%
Cc1ccc(NC(=O)N2CC[C@@H]3C(=O)NCCCCCCN(Cc4ccncc4)[C@@H]3C2)cc1C	30.7%[activator]
COc1ccc(CN2CCOCCNC(=O)CC2)cc1Cc1c(C)noc1C	27.3%

Arranged by heavy-atom count (ascending): four of the compounds above
SMILES	12-LOX inh
Cn1c(Nc2ccccc2)nc2cnc(Nc3cccc(Cl)c3)cc21	-19.2%
O=C(Nc1nccs1)C1c2ccccc2C(=O)N(C2CCCC2)C12CCCC2 (configuration not stated)	30.2%
CCOc1ccccc1NC(=O)N1C[C@H](Oc2cccnc2)C[C@@H]1C(=O)N1CCOCC1	14.5%
Cc1ccc(NC(=O)N2CC[C@@H]3C(=O)NCCCCCCN(Cc4ccncc4)[C@@H]3C2)cc1C	30.7%[activator]

The list goes on:
SMILES	12-LOX inh
COc1ccc(CCN(CC2CCN(C)CC2)C(=O)C2CC23CCC3)cc1 (configuration not stated)	55.2%[activator]
CCc1noc(C)c1C(=O)N1CCC(c2[nH]ncc2-c2ccccc2C)CC1	15.5%
COc1ccccc1-c1noc(-c2nc(-c3ccncc3)no2)n1	4.4%
COCCN1C(=O)N(CCc2ccccc2)C(=O)C12CCN(C/C=C/c1ccccc1)CC2	27.6%
CC(C)(C)N1Cc2nnn(Cc3ccccc3)c2-c2cc(F)ccc2S1(=O)=O	-3.7%
O=C(NC[C@H]1O[C@@H](CC(=O)N2CCN(c3ccccc3)CC2)[C@H](O)[C@@H]1O)c1ccc(F)c(Cl)c1	10.5%
Cc1ccc2cc(CN(C(=O)c3ccc4c(c3)OCO4)C3CC3)c(N(C)C)nc2c1	1.1%
O=C(CCS(=O)(=O)c1ccccc1)N[C@H]1[C@@H]2CCO[C@@H]2[C@@H]1C1CCCC1	17.2%
OCc1ccc(CN2Cc3[nH]cnc3C[C@H]2c2nc(-c3ccc4ccccc4c3)no2)o1	12.5%[176 µM]
COCCNC(=O)[C@@H]1C[C@H](Oc2ccccc2)CN1C(=O)Cc1cccc(F)c1	7.5%
O=C(NCCN1CCCCC1)C1CCc2ncc(-c3ccc(F)cc3)n2C1 (configuration not stated)	35.1%[activator]
COc1cccc(CNC(=O)c2c(OC)cc(=O)n3c2CCN(C(=O)c2cc(F)cc(F)c2)CC3)c1	-1.3%
CC(=O)NC[C@H]1CCN(S(=O)(=O)c2ccc3c(c2)CCC3)C[C@H]1N(C)C	1.0%
CCOc1nccnc1NC1CCN(C(=O)c2cccnc2)CC1	45.1%[activator]
O=C(CC(c1cccc([N+](=O)[O-])c1)c1c[nH]c2ccccc12)NCCc1ccccc1 (configuration not stated)	-1.6%
COCCOCC(=O)N1CC2CC(C1)[C@H]1CCCC(=O)N1C2 (some centres not stated)	8.1%
O=C1NC2(CCN(Cc3cccc4ccccc34)C2)OCc2ccccc21 (configuration not stated)	-15.1%
Cc1noc(C)c1S(=O)(=O)N1CCC2(CC1)c1[nH]c3ccccc3c1CCN2C	3.6%
COCCc1nncn1C1CCN(S(=O)(=O)c2ccc(Cl)cc2)CC1	31.1%[activator]
Cc1ccc(C(=O)N2CCN(c3cc(-c4ccc(Cl)cc4)[nH]n3)CC2)c(C)c1	6.6%
CN(CCc1ccccn1)c1ccc(-c2nc(COc3ccccc3)no2)cn1	-22.1%
CC(C)CNC(=O)N1CC[C@H]2C(=O)NCCCCCCN(Cc3ccncc3)[C@@H]2C1	41.7%
O=C(c1cccs1)N1CC[C@@H]2[C@@H](CCC(=O)N2CCc2cnc[nH]2)C1	26.4%
Cc1ccc(C(=O)N2CCC3(CC2)NC(=O)N(c2ccc(F)cc2)N3)cc1	3.16µM*
CC(C)(CC1Cc2ccccc2C1)NC(=O)C1CC2(CCNCC2)CN1 (configuration not stated)	-13.0%
O=C(N[C@@H]1CN(C(=O)Nc2ccccc2)CCC[C@H]1O)c1ccc(O)cc1	44.7%[activator][176 µM]
COCC(=O)NC[C@H]1OC[C@@H](NC2CCCC2)[C@@H]1O	3.4%[176 µM]
O=C(NCC1CC1)[C@@H]1[C@@H](CO)[C@@H]2Cn3c(cccc3=O)[C@@H]2N1Cc1cccc(F)c1	-12.3%
CC(=O)NCC(=O)N1CCCn2cc(-c3ccccc3)nc21	1.4%
CC(C)NC(=O)CN1C(=O)NC(c2ccccc2)C2=C1COC2=O (configuration not stated)	-15.6%
N#Cc1ccc(C(=O)N2CCCCCNC(=O)[C@@H]3CCCC[C@@H]32)cc1	35.3%[activator]
O=C(O)CC1(CC(=O)N2CCN3C(=O)c4cc(-c5ccsc5)ccc4NC(=O)[C@H]3C2)CCCC1	2.0%
Cc1cc2nc3n(c(=O)c2n1CC(=O)Nc1ccccc1)CCCC3	13.2%
O=C(CC1CCCC1)N1CCC(C2CCN(Cc3cccc(F)c3F)CC2)C1 (configuration not stated)	37.3%[activator]
COc1ccc(Cl)cc1NC(=O)Cn1c(=O)c(-c2noc(C)n2)c2n(c1=O)CCCC2	31.6%
COC(=O)C1=CN(CC(=O)Nc2ccccc2C(F)(F)F)S(=O)(=O)N=C1C	7.6%
CC(C)c1nc2c(c(-c3ccc(O)cc3)n1)CN(Cc1ccc(N(C)C)cc1)CC2	34.2%
CCn1cc(CN(C)CCc2c(C)nn(C)c2C)ccc1=O	78.4%[activator]
Cc1ccc(C(C(=O)O)N2CCC(C(=O)N3CCCC3)CC2)c(C)c1 (configuration not stated)	16.8%
S=C(NC1CCCCC1)N[C@H]1CO[C@H]2[C@@H]1OC[C@@H]2n1cc(-c2ccccn2)nn1	-15.2%[176 µM]
Cc1ccc(C(=O)N2CCC(CCC(=O)N3CCN(c4ccccn4)CC3)CC2)cc1	20.8%
O=C(CCCn1nnnc1CN1CCOCC1)N1CCCCC1CCc1ccccn1 (configuration not stated)	-35.0%
O=C(NC1CCCCCC1)c1ccc(N2CC3CC(C2)[C@H]2CCCC(=O)N2C3)nc1 (some centres not stated)	15.0%
O=C(C[C@@H]1C[C@H]2O[C@H](CNCc3ccncc3F)[C@@H](O)[C@H]2O1)N1CCC(F)(F)C1	25.7%[176 µM]
CC(C)CC(=O)N1CCC2(CC1)CN(Cc1ccccc1)CC2CO (configuration not stated)	4.1%
O=c1cc(N2CCOCC2)oc2c(-c3ccc(F)c(Cl)c3)nccc12	-6.5%[176 µM]
CN(C)[C@H]1C[C@@H](Cc2cc(COc3ccccc3)on2)C1(C)C	74.4%[activator][176 µM]
COc1cncc(Nc2cnc3ccc(-c4ccccc4)nn23)c1	38.4%[activator][176 µM]
COc1ccccc1-c1ccc(CN2CC3CCC(C2)N3c2ccc(C(F)(F)F)cc2)cc1	1.6%[6.33 µM]
CCN1CC2(CCC1=O)CCN(Cc1ccc(C(F)(F)F)c(F)c1)CC2	-11.1%

(further entries)
SMILES	12-LOX inh
COc1ccc(F)c(CN2CCC3(CCC(=O)N(CCO)C3)CC2)c1	34.3%[activator]
CC(C)CN1CCN(C(=O)CCC[C@H]2NC[C@@H]3C[C@H]2CN(Cc2ccccc2)C3)CC1	?
Cc1noc(C)c1S(=O)(=O)N1CCCC(Cc2nncn2CC2CC2)C1 (configuration not stated)	19.1%
CC(C)S(=O)(=O)N1CCC2(CC1)CC(N1CCN(c3ccccn3)CC1)CCO2 (configuration not stated)	35.5%[activator]
COc1ccc(-c2cnc(NC(=O)Cc3ccc(F)cc3)c3c2CCO3)cn1	1.9%[176 µM]
O=S1(=O)NC2(CCCN(Cc3ccc(Cl)cc3)C2)COc2ccccc21 (configuration not stated)	1.7%[6.33 µM]
O=C(Nc1ccc2c(c1)OCCO2)N1CCC(N2CC3CC(C2)[C@H]2CCCC(=O)N2C3)CC1 (some centres not stated)	-1.3%
COCc1nnc([C@@H]2CC(F)(F)CN2Cc2ccc(OC)cc2)o1	27.3%
COc1ccccc1N1CCN([C@@H]2[C@H](O)[C@H](CO)O[C@@H]2CNC(=O)c2ccc(F)c(Cl)c2)CC1	?
O=C(Nc1ccc(F)cc1)C1CCCN(c2nc3ncccc3o2)C1 (configuration not stated)	1.8%[176 µM]
Cc1noc(C)c1-c1cnc2[nH]cc(CC(=O)N3CCOCC3)c2c1	19.7%[176 µM]
COc1ccc(-c2cc(N3CCCN(C(=O)C4CCN(C(=O)c5ccccc5)CC4)CC3)n[nH]2)cc1	30.3%
O=C(C1CCCC1)N1Cc2ccccc2CC2(CCCN(CC3CCNC3)C2)C1 (configuration not stated)	?
Cc1noc2ccc(-c3cccnc3)nc12	?
COc1ccccc1CNC(=O)C1(CCO)CCN(Cc2ccccc2)C1 (configuration not stated)	59.5%
Cc1ncsc1CN1CCC2(CC1)CC(CC(=O)NC1CC1)CCO2 (configuration not stated)	71.1%[activator]
O=C(NC[C@H]1O[C@@H](CO)[C@@H](O)[C@H]1N1CCc2ccccc2C1)Nc1cccc(Cl)c1	?
CCS(=O)(=O)c1ccc2oc([C@H]3CCN(Cc4cccc(Cl)c4)C3)nc2c1	-45.4%[176 µM]
COC(=O)c1ccc(NC(=O)N2CCCC(CN3CCOCC3)CC2)cc1 (configuration not stated)	13.8%
Cn1c([C@H]2CCN(C(=O)c3cnccn3)C2)nc2ccccc21	38.2%[activator][176 µM]

Some of the entries so far, as a markdown table.
| Compound | 12-LOX inh |
| --- | --- |
| O=C(C1CCCC1)N1Cc2ccccc2CC2(CCCN(CC3CCNC3)C2)C1 (configuration not stated) | ? |
| Cc1noc2ccc(-c3cccnc3)nc12 | ? |
| COc1ccccc1CNC(=O)C1(CCO)CCN(Cc2ccccc2)C1 (configuration not stated) | 59.5% |
| Cc1ncsc1CN1CCC2(CC1)CC(CC(=O)NC1CC1)CCO2 (configuration not stated) | 71.1%[activator] |
| O=C(NC[C@H]1O[C@@H](CO)[C@@H](O)[C@H]1N1CCc2ccccc2C1)Nc1cccc(Cl)c1 | ? |

(further entries)
SMILES	12-LOX inh
Cc1ccc([S+](=O)([O-])NC2CCCN(c3nc4ncccc4o3)C2)cc1 (configuration not stated)	0.0%
O=C(NC1CCCc2c1[nH]c1ccc(F)cc21)c1ccc2c(c1)OCO2 (configuration not stated)	15.8%
COc1cc(NC(=O)Cn2c(C)cc3nc4n(c(=O)c32)CCCCC4)cc(OC)c1OC	27.3%
Cc1ccc(CN2CCC(CNc3cc(C4CC(O)C4)ncn3)CC2)o1 (configuration not stated)	35.7%[activator]
COc1cccc(OCc2nc(C(=O)NCc3cn(C)nc3C)co2)c1	1.8%
Cc1ccc(-c2cc3c(=O)n(CCNC(=O)c4ccc5ccccc5n4)ccn3n2)c(C)c1	13.1%
Cc1cc(C)n(CC(=O)N2CC(F)(F)C[C@H]2c2nc(C3CC3)no2)n1	35.9%[activator]
O=C(NCCn1nc(-c2ccccc2)ccc1=O)C1NCCc2[nH]cnc21 (configuration not stated)	109.2%[activator]

An excerpt; count on the stated rates, not on these rows.
